# PAX8 reporter = lowers PAX8-driven luciferase in RMG-I cells; RMG-I TPO-luciferase reporter, SteadyGlo, 24 h; inhibition, % at 12.6 µM; actives 1.2% (n = 360,000);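 active means mean replicate inhibition at least 60% with every replicate also reaching 60%; inconclusive means only one of the two criteria is met; inactive means mean below 60% and not all replicates reaching 60%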;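 further: luciferase light reporting Pax8 driven TPO promoter activity; plate controls were median of neutral control wells for no effect and mitoxantrone controls for full effect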
# ARNT-TACC3 inh = ARNT/TACC3 interaction disruption. AlphaScreen His-ARNT PAS-B/GST-TACC3 binding, luminescence; TACC3 fragment carries E629A point mutation. actives 0.66% (n = 390,000). inhibition, % at 9.99 µM. AID 623870;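 active means mean inhibition of replicates at least 50% and at least half of replicates each reaching 50%; inconclusive means half or more replicates reach 50% but mean below 50%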;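 further: 0% = complete ARNT plus TACC3 wells and 100% = ARNT alone without TACC3; many hits fall short of the cut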
# CFTR F508del cor = correctors of CFTR F508del function in bronchial epithelial cells; CFBE cells, YFP halide quenching; stimulated with forskolin plus potentiator P3; % fluorescence drop versus neutral controls; actives 0.36% (n = 350,000); AID 720511; activity (quench increase), % at 7.58 µM;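 active means mean added fluorescence quench of at least 8% versus neutral control, with both replicates also reaching 8%; inconclusive means only one of the mean or replicate conditions met; inactive means mean below 8% and not both replicates reaching 8%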;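 further: cells transiently co-express mutant CFTR-F508del with the halide-sensitive YFP; corrector assay measuring rescue of mutant channel to the surface after 24 h compound exposure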
# EWS-Fli inh = inhibitors of EWS/Fli oncoprotein transcriptional activity; A673 NR0B1-luciferase reporter, viability-normalised; inhibition, % at 12.6 µM; actives 0.67% (n = 350,000); AID 651661;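 active means mean inhibition of at least 50% after viability correction, with every replicate also passing that limit; inconclusive means mean reaches 50% but only one of two replicates passes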;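 further: firefly luciferase signal divided by Alamar Blue viability fluorescence both relative to DMSO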
# ERp5 inh = blocks human ERp5 reductase activity on insulin; inhibition, % at 9.99 µM; Q15084; actives 0.05% (n = 350,000); ERp5 insulin aggregation, absorbance 650 nm, 90 min;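 active means mean replicate inhibition above about 25%, with every replicate also reaching it, limit read from the data, passing the limit was not always enough; inconclusive means only one of those two criteria met; inactive means neither criterion met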
# Target sequence (Q15084 whole entry, looked up): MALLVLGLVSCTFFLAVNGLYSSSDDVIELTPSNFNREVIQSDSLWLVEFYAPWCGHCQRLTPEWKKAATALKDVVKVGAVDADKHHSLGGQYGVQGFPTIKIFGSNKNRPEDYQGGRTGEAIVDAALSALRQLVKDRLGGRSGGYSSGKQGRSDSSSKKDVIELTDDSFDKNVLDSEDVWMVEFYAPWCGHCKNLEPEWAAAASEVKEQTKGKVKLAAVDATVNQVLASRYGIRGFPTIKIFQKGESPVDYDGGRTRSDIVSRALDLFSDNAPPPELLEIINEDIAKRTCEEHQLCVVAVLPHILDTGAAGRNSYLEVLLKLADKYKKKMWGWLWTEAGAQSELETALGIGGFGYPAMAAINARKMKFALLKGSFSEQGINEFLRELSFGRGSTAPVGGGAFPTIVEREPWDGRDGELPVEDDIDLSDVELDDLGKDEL
# GSIS activator = GLuc luminescence reporter in INS-1E cells, primary screen for activators of glucose-dependent secretion of insulin | actives 0.61% (n = 370,000) | INS-1E GLuc reporter insulin secretion, 2-3 h | activation, % at 16.6 µM;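 active means lowest replicate activation of at least 40%, so every replicate reaches that level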;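 further: 0% = median of neutral control wells and 100% = median of IBMX positive control wells; some compounds called inactive have numbers as strong as hits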
# DENV2 CPE = DENV2-induced cell death inhibition; AID 651640; actives 1.7% (n = 350,000); CPE inhibition, % at 9.99 µM; DENV2-infected cells, cytopathic effect rescue, plate reader; in the data active means CPE inhibition above about 20%, passing the limit was not always enough; inconclusive means no clear call, values can overlap the other calls; tested in BHK-21 cells;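 further: 0% = median of neutral control wells and 100% = median of positive control wells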
# Xi reactivation = activators of X-chromosome reactivation in mouse fibroblasts | XiGFP mouse fibroblasts, % GFP-positive cells imaging, 3 d; cells co-treated with 5-aza-dC sensitizer; scaled so ellipticine positive control = 100% | activation, % at 7.58 µM | actives 0.055% (n = 360,000) | AID 743238;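 active means mean normalized replicate activation at least 10% and every replicate at or above 10%; inconclusive means only one of the two criteria met; inactive means mean below 10% and not all replicates reach 10%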;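 further: 0% = median of on-plate neutral control wells and 100% = ellipticine 6 µM median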
#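 assay system = SV40-immortalized XiGFP fibroblast cells, line 68-5-11 | buffer or medium = DMEM plus 5-aza-dC sensitizer | doses = single-point pinned compound dosing | times = 3-day compound exposure, then 15 min fixation at room temperature | benchmarks = positive control ellipticine, 6 µM final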
# Starred values were filed as active, the others as inactive; ? = inconclusive; · = no result given; & = joins results of further samples.
SMILES,PAX8 reporter,ARNT-TACC3 inh,CFTR F508del cor,EWS-Fli inh,ERp5 inh,GSIS activator,DENV2 CPE,Xi reactivation
CC(=O)Nc1ccc(NC(=O)CCOc2ccccc2C)cc1,-6,4,2.3,-1,2,24,-3,0.4
O=C(NCc1ccccc1)C(c1ccccc1)n1c(=O)c(-c2ccco2)nc2ccccc21 (stereo not drawn),-3,·,-1.0,-18,-1,-7,-8,0.0
Cc1cc(C(F)(F)F)nc2c(Cl)c(C(C)(C)C)nn12,6,·,-1.1,1,2,-2,11,0.0
C[C@@H]1CN([C@@H](C)CO)C(=O)c2cc(-c3ccccc3F)cnc2O[C@@H]1CN(C)Cc1ccc(F)cc1,·,·,-1.3,-6,15,7,?,0.1
CC(C)NC(=O)N(C)C[C@@H]1Oc2ccc(NC(=O)Nc3ccc4c(c3)OCO4)cc2CC(=O)N([C@H](C)CO)C[C@@H]1C,·,-5,-1.1,-1,10,8,-9,-0.1
CC(C(=O)NC1CCCC1)N1C(=O)c2cccc3cccc1c23 (stereo not drawn),23,-3,-5.9,·,-5,11,1,-0.1
COc1ccc(CC(=O)OCCc2cc3cc(OC)c(OC)cc3c(=O)o2)cc1,-2,10,-2.5,-2,4,17,-6,0.0
N=c1c(C(=O)NC2CCCCC2)cc2c(=O)n3ccccc3nc2n1Cc1ccc(F)cc1,-6,-1,-1.7,·,0,26,4,0.0
Fc1ccc(Br)cc1/C=N/N1CCN(c2ccccc2)CC1,-22,-1,-1.5,-20,3,0,17,0.1
O=C(O)C1CCCCC1C(=O)Nc1ccc(Cl)cc1 (stereo not drawn),·,1,-0.3,15,-3,12,19,·
Cc1ccnc(NC(=O)C2COc3ccccc3O2)c1 (stereo not drawn),-83,-2,-0.1,-58,1,5,-10,0.2
COc1ccc(N2CCN(C(=O)CSc3nnc4c(C)cc5ccccc5n34)CC2)cc1,9,7,·,·,·,19,·,-0.1
CCn1c(SCC(=O)N/N=C/c2ccncc2)nc2ccccc21,5,-3,1.0,-7,-6,33,10,0.1
CCCNC(=O)C1(C)CCCN(C(=O)CN2C(=O)c3ccccc3C2=O)C1 (stereo not drawn),0,·,5.6,-3,6,·,-5,0.0
C=CCNC(=O)C1CCCN(S(=O)(=O)c2ccc(-n3cnnn3)cc2)C1 (stereo not drawn),7,14,-1.0,-3,-1,18,-1,0.3
Cc1cccc(C(=O)N/C(=C/c2ccco2)C(=O)N2CCCCCC2)c1,-20,4,1.5,·,-1,-11,-1,0.0
COc1ccc(CN(C)C[C@@H]2Oc3ccc(NC(=O)CCCN(C)C)cc3C(=O)N([C@@H](C)CO)C[C@H]2C)cc1,1,-2,1.9,-4,-1,-7,0,-0.1
O=C(NNC(=O)c1ccc(S(=O)(=O)N2CCCCC2)cc1)c1ccc(F)cc1,-1,4,1.0,7,2,-5,-1,0.1
COc1cc(C(=O)OCC(=O)Nc2cc(C)on2)c([N+](=O)[O-])cc1OC,-5,-2,-1.8,4,-2,0,7,0.0
COc1ccc(N=C2SC(CC(=O)Nc3ccccc3)C(=O)N2Cc2ccco2)cc1 (stereo not drawn),9,-6,·,·,·,-15,·,0.1
CCCCn1c(N)c(N(CCOC)C(=O)CCS(=O)(=O)c2ccc(C)cc2)c(=O)[nH]c1=O,-5,·,·,-1,-2,·,-2,0.1
O=C(NCC(=O)N1CCN(C(=O)c2ccco2)CC1)c1cccc(Cl)c1,-19,4,0.1,-5,-6,9,-7,0.0
Cc1noc(C)c1NC(=O)Nc1ccc2c(c1)C(=O)N([C@H](C)CO)C[C@H](C)[C@H](CN(C)Cc1ccc(C(=O)O)cc1)OCCCC[C@H](C)O2,-10,-1,1.0,-16,·,33,3,0.1
CC1(C)Cc2ccccc2C(NNC(=O)c2ccccc2)=N1,-14,-10,-0.3,-8,1,3,9,0.2
COc1cc(Cn2c3ccc(NC(=O)CC(C)(C)C)cc3c(=O)n2C)ccc1F,4,·,-0.7,8,3,0,-4,-0.1
CS(=O)(=O)c1ccc2nc(NC(=O)c3ccc(NS(=O)(=O)c4ccc(F)c(F)c4)cc3)sc2c1,14,-1,-1.6,7,?,3,8,-0.4
COC(=O)CCCN1C(=O)NC(c2ccc(-c3ccccc3)cc2)C(C(=O)OCc2ccccc2)=C1C (stereo not drawn),11,-1,-3.9,1,-4,10,0,0.1
COCc1cc(=O)n2[nH]cc(-c3ccccc3)c2n1,-12,8,-1.3,-28,-1,2,-1,0.0
C[C@H](CO)N1C[C@H](C)[C@H](CN(C)C(=O)CN(C)C)Oc2cc(C#Cc3cccnc3)ccc2S1(=O)=O,·,2,0.5,9,-2,10,-4,-0.2
COc1ccc(OC(=O)C(C)N2C(=O)c3ccccc3C2=O)cc1 (stereo not drawn),8,2,-4.9,11,7,-7,2,0.3
CCOC(=O)/C(C#N)=C1/C(=O)N(Cc2ccccc2)c2ccccc21,12,-7,0.1,35,-3,-13,-3,0.5
CCCCCCNC(=O)CSc1nccn1Cc1ccccc1,·,-53,1.5,9,2,-18,-6,·
O=[N+]([O-])c1cccc(COc2ncnc3cc([N+](=O)[O-])ccc23)c1,9,13,2.2,6,6,22,-4,-0.2
CC1(C)CN(c2ccc(CC#N)cc2)C1=O,0,7,2.4,1,5,-7,2,0.0
CC(C)(C)c1cc(CCC(=O)N2CCCC2)cc(C(C)(C)C)c1O,-5,9,0.3,6,-4,-50,8,0.1
NS(=O)(=O)c1ccc(NC(=S)Nc2ccc(S(=O)(=O)N3CCCC3)cc2)cc1,-14,0,·,-1,4,0,-8,0.1
CCCCc1nc(SCCOC)c2c(=O)n(C)c(=O)n(C)c2n1,4,-7,-1.8,5,-9,-6,1,0.0
CN1CCN(C(=O)C[C@@H]2CC[C@@H]3[C@H](COC[C@H](O)CN3Cc3cccc(-c4ccncc4)c3)O2)CC1,15,10,5.0,33,-1,9,-17,0.0
COc1cc(NC(=O)c2ccc(Cl)cc2)c(OC)cc1NC(=O)CN1CCCCC1,-7,·,-1.2,-22,-3,-16,8,0.0
COc1cccc(C2CC(c3ccc(NS(C)(=O)=O)cc3)=NN2C(=O)c2ccccc2)c1OC (stereo not drawn),2,·,1.6,1,1,3,0,0.1
Cc1nc(CSc2nsc(C)c2C#N)cs1,-13,·,1.6,-19,1,-6,-4,0.1
CN(C(=O)CSc1nc(N)cc(N)n1)C1CCS(=O)(=O)C1 (stereo not drawn),2,-6,2.1,-4,8,-16,-6,0.0
Cc1ccccc1S(=O)(=O)N1CC[C@@H]2[C@H]1c1cc(-c3ccccc3)ccc1N[C@@H]2CO,-15,-2,-1.8,1,-1,24,-3,-0.1
CCOc1ccc(CCNC(=O)Cn2ccc3cc(S(=O)(=O)N4CCCC4)ccc32)cc1,14,12,-0.6,20,10,-10,-1,0.1
Cc1ccc(S(=O)(=O)N2CCCCC2)cc1NC(=O)COc1ccccc1F,-3,0,0.6,11,-4,-14,-1,0.0
O=C(c1ccc(N2CCN(C(=O)c3ccc(F)cc3F)CC2)cc1)c1cccc(F)c1,23,·,-1.1,·,0,7,-8,1.1
Cc1noc(C)c1NC(=O)Nc1ccc2c(c1)CC(=O)N([C@H](C)CO)C[C@@H](C)[C@@H](CN(C)S(=O)(=O)c1cccs1)O2,-31,·,2.3,-2,-3,1,4,-1.0
CCN(C(=S)Nc1cc(S(=O)(=O)N2CCOCC2)ccc1Cl)c1cccc2ccccc12,16,3,·,-10,-20,8,-3,-0.1
CCOc1ccc(N2CC(C(=O)NCCN3C(=O)S/C(=C\c4ccc(OC)cc4)C3=O)CC2=O)cc1 (stereo not drawn),-16,-1,·,-34,-4,30,-3,-0.1
CCC(=O)NCc1c(C)c(C)n(Cc2ccccc2)c1-n1cccc1,27,4,0.1,0,6,-7,2,0.3
C[C@H](CO)N1C[C@H](C)[C@@H](CN(C)Cc2ccccc2)Oc2c(cccc2N(C)C)C1=O,-2,5,1.1,-8,1,6,3,-0.2
CCC(=O)N1CCCCN2[C@H](CO)[C@H](c3ccc(C#CCOC)cc3)[C@@H]2C1,-21,-5,0.3,-14,-4,4,3,0.1
COC(=O)C1C(=O)c2c([nH]c(C(=O)OC3CCCC3C)c2C)CC1C (stereo not drawn),-177,-1,1.5,-113,2,-25,10,0.1
CCOC(=O)[C@H]1[C@H]2COc3ccc(OC)cc3[C@@H]2N2C(=O)CN(Cc3ccc(OC)cc3)C(=O)[C@@]12C,-10,-1,-0.6,-8,1,-23,3,-0.3
C[C@H]1CN([C@@H](C)CO)C(=O)CCCn2nncc2CO[C@H]1CN(C)S(=O)(=O)c1ccc(-c2ccccc2)cc1,-8,14,-0.9,-2,4,-6,2,-0.1
Cc1cc(C)c2c(c1)cc(C)c1nnc(SCC(=O)N3CCCc4ccccc43)n12,-2,3,·,·,·,23,·,0.1
C[C@@H]1CN([C@H](C)CO)C(=O)c2cc(NS(=O)(=O)c3cccs3)ccc2O[C@@H](C)CCCCO[C@H]1CN(C)Cc1ccncc1,·,2,1.9,-18,2,-2,6,-0.1
CCOc1ccc(CNC(=O)C2CCN(c3nnc(C)c4c(C)n(-c5ccc(C)cc5)nc34)CC2)cc1,-7,-4,-4.1,·,3,-5,0,0.2
Cc1ccccc1-c1cnc(C(O)c2ccc(-c3ccccc3)cc2)[nH]1 (stereo not drawn),1,·,0.9,-20,1,·,15,0.2
O=C(COC(=O)Cc1n[nH]c(=O)c2ccccc12)NNC(=O)c1ccccc1,8,-5,2.6,1,-3,17,-3,0.3

# More compounds follow:
SMILES,PAX8 reporter,ARNT-TACC3 inh,CFTR F508del cor,EWS-Fli inh,ERp5 inh,GSIS activator,DENV2 CPE,Xi reactivation
COCCN1C(=O)c2ccccc2C1c1nnnn1Cc1ccccc1 (stereo not drawn),20,·,-4.6,-17,-2,-2,-9,0.0
COCCCOc1cc(NCc2ccccc2)c2ncn(C(C)C)c2c1,-2,35&8,2.4,10,1,-36,-14,0.0
Nc1oc2ccccc2c(=O)c1C=O,7,-14,·,·,·,40,·,-0.1
C[C@H](CO)N1C[C@H](C)[C@@H](CN(C)C(=O)Cc2ccccn2)Oc2ncc(C#CC3CCCCC3)cc2C1=O,-18,-2,2.4,-15,-1,-19,0,-0.6
C[C@@H](NC(=O)C[C@@H]1CC[C@@H](NC(=O)C2CC2)[C@H](CO)O1)c1ccccc1,-11,13,-1.7,0,-16,-7,2,0.0
O=C(Cc1cccs1)Nc1cccc(-c2nc3ccccc3[nH]2)c1,-14,31,·,·,·,11,·,1.0
Cn1c(NC2CCCCC2)cc(=O)n(C)c1=O,-20,-3,0.6,0,-5,7,5,0.0

# For convenience, 3 of the compounds above:
SMILES,PAX8 reporter,ARNT-TACC3 inh,CFTR F508del cor,EWS-Fli inh,ERp5 inh,GSIS activator,DENV2 CPE,Xi reactivation
COCCN1C(=O)c2ccccc2C1c1nnnn1Cc1ccccc1 (stereo not drawn),20,·,-4.6,-17,-2,-2,-9,0.0
COCCCOc1cc(NCc2ccccc2)c2ncn(C(C)C)c2c1,-2,35&8,2.4,10,1,-36,-14,0.0
Nc1oc2ccccc2c(=O)c1C=O,7,-14,·,·,·,40,·,-0.1
